# Screening data: PubChem BioAssay, Broad Institute
# E-selectin induc: E-selectin induction on HUVECs | AID 686992 | P16581 | activation, % at 7.58 µM | actives 0.37% (n = 260,000) | HUVEC E-selectin immunofluorescence imaging; normalized: neutral wells 0, TNF-alpha wells 100;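 active = mean E-selectin-positive cell signal at least 10% of the positive control, reached in at least 60% of replicates, without over 20% cell loss; inconclusive = no rule given, readout overlaps actives, possibly toxicity-flagged; inactive = the rest, including those meeting only one limit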;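 note: in these data hits start at about 27%; measured in HUVEC primary endothelial cells; signal is the percent of cells scored E-selectin positive by PE staining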
#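 material = human umbilical vein endothelial cells (HUVEC), E-selectin induction | quantity = 3,000 cells/well | medium = EGM-2 growth medium on 0.1% gelatin-coated wells | technique = immunofluorescence imaging | read-out basis = % PE-positive cells | control set = TNF-alpha positive control, DMSO neutral control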
# DENV2 CPE rescue: DENV2-induced cell death inhibition. DENV2-infected cells, cytopathic effect rescue, plate reader. CPE inhibition, % at 9.99 µM. actives 1.7% (n = 350,000); in the data active = CPE inhibition above about 20%, passing the limit was not always enough; inconclusive = no clear call, values can overlap the other calls; tested in BHK-21 cells;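 note: 0% = median of neutral control wells and 100% = median of positive control wells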
# SIRT5 block: blocks human SIRT5 desuccinylation of peptide | Q9NXA8 | Purified SirT5, succinyl-peptide AMC, trypsin-coupled fluorescence | inhibition, % at 15 µM | actives 1.1% (n = 330,000) | AID 652115; in the data active = inhibition above about 15%; inconclusive = no clear call, values can overlap the other calls
# Target sequence (Q9NXA8 whole entry, looked up): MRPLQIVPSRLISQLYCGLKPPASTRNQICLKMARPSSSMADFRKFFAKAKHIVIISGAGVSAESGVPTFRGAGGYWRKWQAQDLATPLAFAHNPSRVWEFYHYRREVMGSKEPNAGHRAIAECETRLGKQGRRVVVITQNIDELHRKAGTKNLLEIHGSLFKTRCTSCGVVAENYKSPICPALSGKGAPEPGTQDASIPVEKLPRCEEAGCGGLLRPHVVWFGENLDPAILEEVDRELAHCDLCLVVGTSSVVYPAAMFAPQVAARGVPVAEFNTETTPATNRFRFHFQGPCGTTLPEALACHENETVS
# C2C12 statin: suppression of simvastatin myotoxicity; C2C12 myotubes + simvastatin, ATP luminescence, 48 h; scaled: DMSO 0, geranylgeraniol control 100; rescue of ATP level, % at 7.49 µM; AID 602340; actives 0.78% (n = 330,000);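 active = mean ATP rescue above about 67%, or every replicate alone reaching that limit, limit read from the data, passing the limit was not always enough; inconclusive = no clear call, values can overlap the other calls; inactive = mean under the limit and some replicate under it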;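 note: myotubes were challenged with 10 µM simvastatin during compound exposure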
# S100A4 inh HTS: blocks human S100A4 binding to myosin IIA peptide | P26447 | S100A4/TAMRA-MyoIIA peptide fluorescence polarization | inhibition, % at 10.7 µM | actives 0.14% (n = 360,000);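 active = mean inhibition of at least 70% across replicates, with every replicate also reaching that level; inconclusive = mean inhibition reaches 70% but some replicates fall short; inactive = mean inhibition below 70%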
# Target sequence (P26447 whole entry, looked up): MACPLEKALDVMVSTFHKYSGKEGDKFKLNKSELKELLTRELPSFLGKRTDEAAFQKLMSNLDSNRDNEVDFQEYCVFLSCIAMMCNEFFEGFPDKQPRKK
#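 System – human S100A4 monomer protein, biochemical binding assay · Buffer or medium – Calcium-containing HEPES buffer, pH 7.2 · Timing – 5 min between mix addition and reading · Also added – TAMRA-labelled myosin IIA heavy-chain peptide probe, 5 nM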
# ERp5 block: inhibitors of human ERp5; Q15084; inhibition, % at 9.99 µM; actives 0.05% (n = 350,000); AID 651711; ERp5 insulin aggregation, absorbance 650 nm, 90 min;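 active = mean replicate inhibition above about 25%, with every replicate also reaching it, limit read from the data, passing the limit was not always enough; inconclusive = only one of those two criteria met; inactive = neither criterion met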
# Target sequence (Q15084 whole entry, looked up): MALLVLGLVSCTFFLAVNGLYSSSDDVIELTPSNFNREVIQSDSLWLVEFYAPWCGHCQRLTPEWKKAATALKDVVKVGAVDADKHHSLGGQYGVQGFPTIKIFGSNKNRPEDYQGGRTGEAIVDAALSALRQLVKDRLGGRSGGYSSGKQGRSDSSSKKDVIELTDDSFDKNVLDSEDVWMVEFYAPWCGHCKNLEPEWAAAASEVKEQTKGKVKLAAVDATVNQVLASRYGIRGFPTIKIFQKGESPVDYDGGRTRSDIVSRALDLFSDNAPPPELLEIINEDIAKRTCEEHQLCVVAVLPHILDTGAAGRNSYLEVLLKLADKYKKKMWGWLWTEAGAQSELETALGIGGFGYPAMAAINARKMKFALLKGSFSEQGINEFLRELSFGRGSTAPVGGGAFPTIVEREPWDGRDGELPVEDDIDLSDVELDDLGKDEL
# PglD inh: inhibitors of Campylobacter jejuni PglD acetyltransferase; purified PglD enzyme, DTNB colorimetric CoA detection; inhibition, % at 12.5 µM; actives 0.098% (n = 360,000); AID 602405; in the data active = inhibition above about 16%, passing the limit was not always enough; inconclusive = no clear call, values can overlap the other calls; note: strong numbers were not always called active
# * = called active by the depositor; ? = inconclusive; . = no result given; & = joins results of further samples.
smiles	ERp5 block	DENV2 CPE rescue	PglD inh	S100A4 inh HTS	C2C12 statin	SIRT5 block	E-selectin induc
Cc1nc(SCC(=O)NC2CCCC2)[nH]c(=O)c1Cc1ccccc1	-6	5	.	-1	9	-1	.
COc1cc(SC)ccc1C(=O)N1CCN(c2ccccc2F)CC1	-2	3	.	0	.	1	6.4
Cc1cc(C)c2[nH]c(C(=O)Nc3ccc4c(c3)OCO4)cc2c1	0	24*	.	-5	.	0	.
Cc1noc(C)c1NC(=O)Nc1ccc2c(c1)CC(=O)N([C@H](C)CO)C[C@H](C)[C@H](CN(C)C(=O)Nc1ccc3c(c1)OCO3)O2	-4	-6	-1	16	-1	-2	0.3
CN(C(=O)c1cccc(NC(=O)Cc2ccc(NC(=O)C3CCN(C(=O)C4CC4)CC3)cc2)c1)C1CC1	-1	-13	1	-2	0	1	-0.2
C[C@@H]1CN([C@H](C)CO)C(=O)c2cc(C#CC(C)(C)O)cnc2O[C@H]1CN(C)C(=O)C1CCC1	14	5	0	15	6	-1	0.9
CC(=O)NC1C(OCCOc2ccc(Cl)cc2Cl)OC(COC(C)=O)C(OC(C)=O)C1OC(C)=O (centres undefined)	.	.	-4&-6	-7	-7	.	.
C/C=C/c1ccccc1[C@@H]1[C@@H](CO)N(C(=O)c2cccnc2)[C@H]1C#N	8	17	.	-2	.	0	0.0
COc1cc(OC)cc(C(=O)NC(=S)NCCc2ccccc2)c1	0	?	-2	-5	-2	-7	.
N#Cc1nc(-c2cccc(Cl)c2)oc1N1CCC(C(N)=O)CC1	0	1	-2	-1	5	-3	.
CN1C(=O)c2cc(NC(=O)Nc3ccccc3)ccc2OC[C@H]2O[C@@H](CC(=O)O)CC[C@H]21	-3	.	3	.	5	.	-0.2
Cc1ccc(NC(=O)CN(C)C(=O)COC(=O)C2=COCCO2)cc1	-1	3	.	-20	.	-3	-0.6
CC(C)CCNC(=O)c1ccc(NC(=O)C2=CSCCO2)cc1	.	6	0	-2	-7	-3	.
O=C(c1ccccc1F)N1CC[C@H]2[C@H](CO)Nc3ccc(C#Cc4ccccc4)cc3[C@H]21	-5	3	1	-3	6	9	0.3
COc1ccc(NC(=O)N(C)C[C@H]2Oc3ccc(NC(=O)Cc4cn(C)c5ccccc45)cc3C(=O)N([C@H](C)CO)C[C@@H]2C)cc1	12	?	-3	5	.	3	32*
COc1ccc(CN(C)C[C@H]2OCc3cn(nn3)CCCC(=O)N([C@H](C)CO)C[C@@H]2C)cc1	8	-11	42	3	-14	0	1.1
COc1ccc(/C=N/Nc2nncn2N)cc1Br	-6	?	1	-6	1	1	0.0
CCc1nnc(NC(=O)CSc2ccc(-c3ccco3)nn2)s1	2	2	.	-4	.	2	0.1
COCCC(=O)N1CCC(Oc2ccc(C(=O)NC3Cc4ccccc4C3)cc2)CC1	1	5	0	2	12	-4	.
C[C@@H]1CN([C@H](C)CO)C(=O)c2cccc(NC(=O)c3ccc(-c4nccs4)cc3)c2O[C@@H]1CN(C)S(=O)(=O)c1cccs1	12	2	1	-4	.	-2	0.0
CC(C)C#Cc1cnc2c(c1)C(=O)N([C@@H](C)CO)C[C@@H](C)[C@H](CN(C)C(=O)c1ccccc1)O2	3	-4	-2	-16	7	1	0.5
Nc1ccn([C@@H]2O[C@H](CNC(=O)[C@@H](N)CSCc3ccccc3)[C@@H](O)[C@H]2O)c(=O)n1	-3	1	2	3	2	-1	-0.1
O=C(NCCN1CCOCC1)c1ccc2ccccc2n1	1	.	.	-1	.	2	.
C[C@@H]1CN([C@H](C)CO)C(=O)Cc2cc(NC(=O)Nc3ccccc3)ccc2O[C@@H]1CN(C)S(=O)(=O)c1cccs1	-1	3	12	4	8	1	0.3
C[C@@H]1CN([C@@H](C)CO)C(=O)c2cc(NC(=O)Cc3ccccc3)ccc2O[C@@H](C)CCCCO[C@H]1CN(C)C(=O)Cc1ccccc1	-2	-7	3	9	-50	2	-0.3
COc1ccc2c3c([nH]c2c1)[C@@H](CO)N(CC1CC1)CC31CN(C(=O)Nc2cccc(F)c2)C1	-3	-4	.	-12	.	0	-0.2
O=C(Nc1ccc2c(c1)[C@@H]1C[C@@H](CC(=O)N3CCc4ccccc4C3)O[C@@H](CO)[C@@H]1O2)C1CCC1	-7	0	-2	5	3	-1	0.0
COCC1CCN(C(=O)C2CCC(=O)N(Cc3cccc(F)c3)C2)CC1 (centres undefined)	8	-11	3	-1	.	0	0.1
Cc1cc(C(=O)Nc2cccc3c2O[C@@H](CN(C)C(=O)NC2CCCCC2)[C@@H](C)CN([C@H](C)CO)C3=O)n(C)n1	3	16	2	2	-6	-6	0.0
Cc1ccc(S(=O)(=O)CCC(=O)OCC(=O)NNC(=O)c2ccc([N+](=O)[O-])cc2)cc1	.	11	5	-2	19	0	-0.1

smiles	ERp5 block	DENV2 CPE rescue	PglD inh	S100A4 inh HTS	C2C12 statin	SIRT5 block	E-selectin induc
Cc1c(C(C)(C)C)sc(=NC(=O)c2ccccc2O)n1C	7	-7	-1	-8	-22	-2	0.3
CC(=O)c1ccc(OCCCC(=O)Nc2ccc(C)c(S(=O)(=O)N3CCOCC3)c2)cc1	5	-9	2	0	-4	-4	-0.3
CN(C)CC(=O)N1CCCCN2[C@H](CO)[C@H](c3ccc(-c4cccnc4)cc3)[C@@H]2C1	1	22*	-2	0	.	-1	0.1
COc1ccc(OC)c(/C=N/NC(=O)CC(=O)NCc2ccccc2)c1	-3	-4	.	3	.	-2	-0.1
N#Cc1ccc(-c2ccc3c(c2)[C@H]2[C@H](CCN2C(=O)C2CCCCC2)[C@H](CO)N3)cc1	6	-30	5	4	20	-1	0.3
Cc1ccc(S(=O)(=O)Nc2ccc3c(c2)CC(=O)N([C@@H](C)CO)C[C@@H](C)[C@@H](CN(C)C(=O)Nc2c(C)noc2C)O3)cc1	18	7	0	3	-12	-6	-0.3
O=C(Cc1c(F)cccc1Cl)N1CCN(S(=O)(=O)c2cccc(F)c2)CC1	-3	2	1	1	12	-10	.
COc1ccccc1CNC(=O)C[C@@H]1CC[C@H](NC(=O)CC2CC2)[C@@H](CO)O1	-1	-1	1	0	-4	-5	-0.2
COc1ccccc1[N+](=O)[O-]	1	-8	4	-15	-3	.	.
O=C(O)c1ccc(NC2=C/C(=N/S(=O)(=O)c3ccccc3)c3ccccc3C2=O)cc1	-9	2	.	-4	.	41*	.
CSCc1ccc(C(=O)Nc2ccc(C(N)=O)cc2)cc1	0	-2	.	47	.	-2	7.3
Cc1ccc(S(=O)(=O)Nc2ccc3c(c2)C(=O)N([C@@H](C)CO)C[C@H](C)[C@@H](CN(C)S(=O)(=O)c2cccs2)O3)cc1	-1	2	-3	1	-1	3	0.5
NC(=O)c1ccc(NC(=O)CN2C(=O)NC(c3ccccc3)(c3ccccc3)C2=O)cc1	4	4	5	4	-20	-4	.
Cc1nnc(NC(=O)C(C)Sc2nnc(CNC(=O)c3ccccc3F)n2C)s1 (centres undefined)	-15	12	1	10	4	-5	0.0
CN(C)CC(=O)Nc1ccc2c(c1)[C@@H]1C[C@@H](CC(=O)N3CCCCC3)O[C@H](CO)[C@@H]1O2	.	.	-6	.	4	.	-0.4
CCOC(=O)c1[nH]c(C)c(/C(C)=N\O)c1C	-8	-2	0	6	1	-1	7.9
CCCN1C[C@@H](C)[C@@H](OC)CN(C)C(=O)c2ccc(NC(=O)Nc3cccc(F)c3)cc2OC[C@@H]1C	-2	-1	2	1	-26	4	0.1
CC(C)NC(=O)Nc1ccc2c(c1)C(=O)N(C)[C@H]1CC[C@@H](CC(=O)NCC(F)(F)F)O[C@H]1CO2	.	2	7	.	2	.	0.0
Cc1nc2c(nnn2Cc2ccccc2)c(=O)[nH]1	2	3	5	0	0	-2	.
COC(=O)c1ccc(NC(=S)Nc2ccccc2)cc1	1	0	-1	-7	-2	-1	.
CCC(=O)N1[C@@H]2c3cccc(=O)n3C[C@H]1[C@H](CO)[C@H]2C(=O)NCc1ccccc1	2	-2	-1	3	5	5	0.1
COC(=O)c1cc(S(=O)(=O)N2CCN(c3ccccc3)CC2)c[nH]1	-3	7	-1	-3	2	-1	-0.6
CCc1nc(C)cn1S(=O)(=O)c1ccc([N+](=O)[O-])cc1	14	4	-1	0	2	1	.
COc1ccc2c3c(n(C)c2c1)[C@@H](CO)N(C(=O)Nc1ccc(F)cc1)CC31CCN(Cc2cccc(F)c2)CC1	3	3	.	-3	.	2	-0.7
O=C(N/N=C/c1ccc(OC(F)F)cc1)C1=COCCO1	2	0	-1	-4	6	-2	0.9
O=C(Nc1ccc(Cl)cc1)N1C[C@@H]2[C@H](c3ccccc31)[C@@H](CO)N2C(=O)C1CC1	2	-4	2	0	-2	0	0.1
COCCNC(=O)CN1CCC(NC(=O)C(C)(C)C)CC1	-5	11	9	3	-19	-2	.
COc1ccc2c3c([nH]c2c1)[C@H](CO)N(C(C)=O)CC31CN(S(=O)(=O)c2ccccc2)C1	-3	-6	.	-6	.	.	-0.5
COc1cc2cc(CCCO)oc(=O)c2cc1OC	-1	-9	3	2	-2	-1	0.0
O=C(/C=C/c1cccc(C(F)(F)F)c1)NNC(=O)c1ccncc1	2	14	-2	2	-13	5	.

smiles	ERp5 block	DENV2 CPE rescue	PglD inh	S100A4 inh HTS	C2C12 statin	SIRT5 block	E-selectin induc
Cc1c(C(=O)N2CCN(c3ccccn3)CC2)oc2c(F)cccc12	-3	-7	-1	-3	3	2	0.8
Cc1oc2c(c(C)cc3oc(=O)c(CC(=O)NCCCO)c(C)c32)c1C	1	-3	-1	-9	5	-5	0.7
COc1cc(/C=N/NC(=O)C2(O)c3ccccc3-c3ccccc32)ccc1O	8	-3	5	-2	.	1	.
COc1ccc(NC(=O)CN(C)C(=O)c2cnc(Cl)c(Cl)c2)cc1	2	3	4	2	3	-3	.
O=C(CC1C(=O)NCCN1CC1CCCCC1)NCCc1ccc(F)cc1 (centres undefined)	3	9	.	16	.	-1	-0.1
C[C@@H]1CCCCO[C@H](CN(C)Cc2ccc(C(=O)O)cc2)[C@@H](C)CN([C@@H](C)CO)C(=O)c2cc(NC(=O)CCC(F)(F)F)ccc2O1	2	-9	1	1	.	7	0.0
COc1ccccc1CCn1cnc(-c2ccc(Br)cc2)c1C(C)C	1	7	.	7	.	-4	1.2
COc1ccc(C(=O)NCCS(=O)(=O)N2CCCCCC2)cc1	0	2	4	-9	-20	-1	24
COc1cccc(S(=O)(=O)N[C@H]2CC[C@@H](CC(=O)NCc3ccc(Cl)cc3)O[C@@H]2CO)c1	1	?	1	16	8	-2	-0.6
O=C(C1CCCC1)N1CC(=O)N2[C@H](C1)[C@@H](c1ccc(C#CCc3ccccc3)cc1)[C@@H]2CO	3	-5	.	4	.	2	0.5
COc1cccc(NC(=O)N[C@H]2C=C[C@H](CC(=O)Nc3ccccc3)O[C@@H]2CO)c1	1	11	0	1	1	2	0.2
CC[C@H](C)[C@H](NC(=O)OCc1ccccc1)C(=O)Nc1ccc(NC(C)=O)cc1	2	-3	.	-6	.	-2	.
CCC(=O)N1CCC1(C)C(=O)Nc1ccc2nc(C)ccc2c1 (centres undefined)	1	2	6	-3	-15	.	-0.3
C[C@@H]1CN([C@@H](C)CO)C(=O)CCCn2nncc2CO[C@@H]1CN(C)C(=O)Nc1ccc2c(c1)OCO2	0&1&3	?	2&4&1	9&9&-1	4&-3&-7	-1&0&-2	0.4&0.3

# A portion of the library; count on the stated rates, not on these rows.
